# Lipid droplet = modulators of hepatic lipid droplet formation; AML12 mouse hepatocytes, oleate lipid droplets, BODIPY imaging; inhibition, % at 6.5 µM; actives 0.4% (n = 240,000);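 active = lipid droplet intensity inhibited by at least 50%, with more than 500 cells counted; inconclusive = wells with under 300 cells, treated as cytotoxic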
#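 Assay system: AML12 mouse liver cells | Compound dosing: One dose, 6.5 µM compound | Read-out basis: Droplet intensity reduction, % inhibition | Measured by: Fluorescence imaging, 20x objective, two fields per well | Schedule: Overnight treatment with compound plus oleate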
# Lipid droplet cells 6.5 µM = also measured in Lipid droplet; calls as there; cell count; measured here: cell count, cytotoxicity flag;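 cells counted across two imaged fields per well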
# Numbers without * were called inactive; ? = inconclusive; · = no result given. Not all compounds are listed. The share of hits here may be higher or lower than overall.
SMILES,Lipid droplet,Lipid droplet cells 6.5 µM
CSCCC(NS(=O)(=O)c1ccccc1F)C(=O)N1CCCCCC1 (configuration not stated),-11,792
O=C(NCC1CCCCC1)C1CCC(=O)N(CCc2cccc(F)c2)C1 (configuration not stated),-39,722
S=c1[nH]c2ccccc2n2c(=S)[nH]nc12,-8,825
Cc1cccc(OCc2nnc(SCC(=O)N3CCCC3)o2)c1,7,832
CC(=O)Nc1cccc(Nc2nc(-c3cccs3)nc3ccccc23)c1,3,775
COc1ccc(C(=O)NC2CC3CCCC(C2)N3Cc2ccccc2)cc1OC (configuration not stated),-5,786
CCOC(=O)c1c(S(=O)(=O)NCc2ccco2)c(C)n(C)c1C,-11,732
CN(C)c1ccc(/C=N/N(CCC#N)C2=NS(=O)(=O)c3ccccc32)cc1,-2,860
Cc1coc(C)c1C(=O)Nc1ccc2ccccc2c1,-2,854
COc1ccc(Nc2ncnc3sc(C)cc23)c(OC)c1,-2,800
O=C(CSc1ccc2nnc(-c3ccccn3)n2n1)Nc1cccc(F)c1,10,724
CC(=O)N1CCN(S(=O)(=O)c2cccc(C(=O)Nc3cc(C(F)(F)F)ccc3N3CCOCC3)c2)CC1,12,852
O=C(CN1C(=O)CSc2ncccc21)Nc1cccc(Cl)c1,1,839
CC1=C(C)C(O)N(Cc2ccccc2)C1=O (configuration not stated),-5,853
CCOc1ccc(NC(=O)C2CCN(S(C)(=O)=O)CC2)cc1,8,784
COc1ccc(C)cc1NC(=O)c1sc2ncnc(N3CCN(c4ccccn4)CC3)c2c1C,-35,703
COc1cc(Br)c(CC(=O)NC2CC2)cc1OC,-13,806
Cc1cccc(NC(=O)N2CCCCCC2)c1C,-17,640
COC(=O)Cn1c(=O)c2c(nc3n2CC(C)CN3CCc2ccccc2)n(C)c1=O (configuration not stated),-4,819
CCOC(=O)C1CCCN(S(=O)(=O)Cc2ccccc2Cl)C1 (configuration not stated),-2,813
CCc1ccc(S(=O)(=O)N/N=C\c2ccc([N+](=O)[O-])o2)cc1,6,854
CC(=O)Nc1ccc(/C=C/c2noc(-c3ccccc3O)n2)cc1,0,818
Cc1c(C(=O)N2CCN(c3ccc(F)cc3)CC2)oc2c1C(=O)CCC2,-3,710
COc1cccc(C(=O)Nc2nnc(SCC(=O)NC3CC3)s2)c1,-2,718
COc1ccc(CCNC(=O)CCOc2ccc(C(C)(C)C)cc2)cc1OC,-20,719
CC1CCCCN1S(=O)(=O)c1csc(C(N)=O)c1 (configuration not stated),-6,714
Cc1ccc(S(=O)(=O)N2CCC(C(=O)NCC3CCCCC3)CC2)cc1,20,751
CCc1ccc(NC(=O)NCc2ccccn2)cc1,-1,873
CC(C)C1=CC2=CCC3C(C)(C(=O)O)CCCC3(C)C2CC1 (configuration not stated) (tested in a mixture with another compound),2,856
COCCNC(=O)C(=O)NCC1OCCN1S(=O)(=O)c1ccc(F)cc1 (configuration not stated),2,826
COc1ccc(OCC(=O)Nc2c(C(=O)N(CCN(C)C)Cc3ccco3)oc3ccccc23)cc1,4,698
COc1cc(C2C3=C(CC(C)(C)CC3=O)Nc3ccccc3N2C(C)=O)cc(OC)c1OC (configuration not stated),-1,802
COc1ccc(S(=O)(=O)Nc2ccccc2C(=O)N2CCOCC2)cc1F,1,856
Cc1cc(C)c(S(=O)(=O)N2CCOC2CNC(=O)C(=O)NCCCN2CCOCC2)c(C)c1 (configuration not stated),-24,710
CN(C)C(=O)C(OC(=O)c1ccc2c(c1)CCCC2)c1ccccc1 (configuration not stated),-7,818
COc1c(C(=O)Nc2ccc(CN3CCOCC3)cc2)cc2ccccc2c1Br,-101,698
Cc1cc(C(=O)NC2CCCc3c2cnn3-c2ccc(C)c(C)c2)no1 (configuration not stated),-7,676
NS(=O)(=O)c1ccc(NS(=O)(=O)c2ccc(NC(=O)C3CC3)cc2)cc1,-6,725
O=C(NCc1ccccc1)/C(=C\c1ccccc1)NC(=O)c1ccco1,-20,726
Cc1ccc(C)c(NC(=O)CCc2c(C)nn(-c3ccc(N4CCCCC4)nn3)c2C)c1,16,694
CCOc1ccc(CN2CCN(CC3CC3)CC2CCO)cc1 (configuration not stated),10,782
COC(=O)c1cc(S(=O)(=O)NCCc2ccc(C)cc2)c[nH]1,0,795
Cc1ccc(C2=NN(C(=O)CSc3nccn3C)C(c3ccco3)C2)cc1 (configuration not stated),-1,842
O=C(Nc1ccc(S(=O)(=O)Nc2ncccn2)cc1)c1cc([N+](=O)[O-])ccc1Cl,6,821
CCOc1ccc(C(=O)CCN2CCOCC2)cc1,14,868
CCOC(=O)N1CCN(C(=O)c2ccc(CNS(=O)(=O)c3ccc(NC(C)=O)cc3)cc2)CC1,0,760
CCOC(=O)COn1c(=O)c(-c2ccc(F)cc2)[n+]([O-])c2ccccc21,-8,805
Cc1cccc(NS(=O)(=O)c2ccc(-c3cnc(C4CC4)o3)cc2)c1C,?,·
COc1ccc(-n2ncc(C(=O)NC3CC3)c2C2CCN(C(=O)OC(C)(C)C)CC2)cc1,-1,730
CCCN1CCN(C(=O)c2c(Cl)cnn2C)CC1,-22,638
CCOc1ccc(NC(=O)CN2C(=O)COc3ccc(S(=O)(=O)N4CCCC4)cc32)cc1,-6,692
O=[N+]([O-])c1cc(S(=O)(=O)N2CCCC2)ccc1OCc1ccccc1,-22,867
CCN1CCN(CCCNC(=O)CS(=O)(=O)Cc2nc(-c3ccccc3C)oc2C)CC1,-2,792
CCC(C)c1ccc(S(=O)(=O)Nc2cccnc2)cc1 (configuration not stated),-3,866
CCOC(=O)c1c(NC(=O)C(C)Sc2nnc(C)c(=O)[nH]2)sc2c1CCCC2 (configuration not stated),-2,828
CCOc1ccc(NS(=O)(=O)c2ccc(OCC(=O)NCc3ccncc3)cc2)cc1,21,687
COc1ccccc1-n1c(CCC(=O)O)ccc1-c1ccccc1,3,814
O=C(CNCCc1ccc(Cl)cc1)Nc1ccc(C(=O)N2CCCCC2)cc1,21,744
Cc1cc(Nc2ccc(C)c(C)c2)c2ccccc2n1,-7,788
Cc1nc(C)c(C(=O)N(c2ccccc2F)C(C(=O)NCC2CCCO2)c2ccccc2)s1 (configuration not stated),19,837
# (more compounds)
SMILES,Lipid droplet,Lipid droplet cells 6.5 µM
COc1cc(C(=O)NC(C)Cc2ccccn2)ccc1OC1CCN(C(C)=O)CC1 (configuration not stated),-1,678
Oc1ccc(Nc2ncnc3c2oc2ccccc23)cc1,-4,817
Cc1ccc(NC2CCCN(C(=O)CCCN3CCCCC3=O)C2)cc1C (configuration not stated),-1,859
CSc1ccc(CN2CCCCCC2)cc1,-11,791
O=C(CN1C(=O)c2cccnc2Oc2ccc(Cl)cc21)NC1CCCCC1,-18,720
CCOC(=O)N1CCN(C(=O)C(C)c2ccc([N+](=O)[O-])cc2)CC1 (configuration not stated),-7,846
CCC(C)c1ccccc1NC(=O)CN(C)CCOc1ccc(Cl)cc1 (configuration not stated),-11,862
O=C(Nc1ccc2ccccc2c1)c1cccc([N+](=O)[O-])c1,0,799
O=C(Nc1ccccc1C(=O)O)c1cc(S(=O)(=O)Nc2cccc(F)c2)ccc1Cl,25,823
COc1ccc(C)cc1NC(=O)CN1C(=O)COc2ccc(C)cc21,-1,767
CCOc1ccc(S(=O)(=O)N(C)CC(=O)NC2CC2)cc1,20,761
S=C(NCc1ccco1)NCc1ccccc1Cl,-10,868
O=C(CSc1nnc(COc2ccc(Cl)cc2)o1)N1CCCCC1,-9,829
COCc1ccc(C(=O)N(C)CC2CCCN(CCc3ccc(Cl)cc3)C2)o1 (configuration not stated),-19,806
CCCC(C)c1nnc(NC(=O)C2CC(=O)N(c3ccc(OCC)cc3)C2)s1 (configuration not stated),-1,804
CCOC(=O)c1sc(NC(=O)C2CC(=O)N(c3ccc(OCC)cc3)C2)nc1C (configuration not stated),0,794
O=C(NN=C1CCCCC1)c1ccccc1-n1cccc1,-9,816
Cc1nc2ccccc2c(=O)n1NC(=O)c1ccccc1Br,-16,747
Cc1nnc(C)c2c(C)n(-c3ccccc3)c(C)c12,-4,833
O=C(CSc1nnc(CNC(=O)c2c(F)cccc2F)o1)Nc1ccc2c(c1)OCO2,24,863

# Filtered by structure, the compounds so far with a tert-butyl group (2)
SMILES,Lipid droplet,Lipid droplet cells 6.5 µM
COc1ccc(CCNC(=O)CCOc2ccc(C(C)(C)C)cc2)cc1OC,-20,719
COc1ccc(-n2ncc(C(=O)NC3CC3)c2C2CCN(C(=O)OC(C)(C)C)CC2)cc1,-1,730

# New compounds follow.
SMILES,Lipid droplet,Lipid droplet cells 6.5 µM
Cc1cccc(NC(=O)Cn2cc(C(=O)C3CC3)c3ccccc32)c1C,-72,679
O=C(CN(C(=O)CNS(=O)(=O)c1ccc(F)cc1)c1ccccc1F)NCc1ccco1,0,821
CCCN(CCC)Cc1c(C(=O)N/N=C/c2ccc(C)o2)nnn1-c1nonc1N,-21,787
COc1ccc(Cl)cc1NC(=O)CCn1c(=O)oc2ccccc21,28,812
CCC(=O)N1CCc2cc(S(=O)(=O)NCCC(=O)NCc3ccccc3OC)ccc21,-6,709
COc1ccc(C(=S)N2CCCC2)cc1Br,23,861
CSCCC(NC(=O)c1ccc(Cl)cc1Cl)C(=O)NCc1ccccn1 (configuration not stated),-16,688
CC(Oc1ccc2c(-c3ccccc3)cc(=O)oc2c1)C(=O)NCCCn1ccnc1 (configuration not stated),-20,825
CC(C)(C)OC(=O)N1Cc2ccccc2C[C@H]1C(=O)NCC(=O)Nc1ccc2c(c1)OCCO2,-12,733
O=C(CSc1cn(CC(=O)N2CCOCC2)c2ccccc12)N1CCOCC1,-2,794
O=c1[nH]c(C2CCCN(S(=O)(=O)c3ccc(F)cc3)C2)nc2c1nnn2Cc1ccc(F)cc1 (configuration not stated),-1,787
COc1ccccc1OCc1cc(C(=O)NCc2ccc(N3CCCC3=O)cc2)no1,0,778
COc1cccc(OCCn2cc(C(C)=O)c3ccccc32)c1,-7,793
COc1ccc(CN(C)Cc2cc(=O)oc3cc(C)c(C(C)C)cc23)cc1OC,-3,781
CN1CCN(C(=O)C2CC(=O)N(c3ccc(Cl)cc3)C2)CC1 (configuration not stated),12,771
COc1cccc(-n2c(=S)sc3c(=O)n(-c4ccccc4C)c(SCC(=O)O)nc32)c1,12,840
O=C(NCCNC(=O)c1ccccc1F)c1ccccn1,-3,770
CCCCCOc1ccc(C(=O)CCC(=O)N2CCCC2)cc1,-11,735
COc1ccc(C2=NN(C(=O)c3ccccc3)C(c3ccc(OC)c(OC)c3)C2)c(OC(C)=O)c1 (configuration not stated),2,730
COc1ccc(C(CNc2ncnc3sccc23)N(C)C)cc1OC (configuration not stated),-19,838

# Entries of single compounds, looked up by structure. Order of screens: Lipid droplet	Lipid droplet cells 6.5 µM
# O=C(NCCNC(=O)c1ccccc1F)c1ccccn1 as listed: -3	770
# COc1ccc(CN(C)Cc2cc(=O)oc3cc(C)c(C(C)C)cc23)cc1OC as listed: -3	781

# Of the compounds above, these contain an NH in an aromatic ring:
SMILES,Lipid droplet,Lipid droplet cells 6.5 µM
S=c1[nH]c2ccccc2n2c(=S)[nH]nc12,-8,825
COC(=O)c1cc(S(=O)(=O)NCCc2ccc(C)cc2)c[nH]1,0,795
CCOC(=O)c1c(NC(=O)C(C)Sc2nnc(C)c(=O)[nH]2)sc2c1CCCC2 (configuration not stated),-2,828
O=c1[nH]c(C2CCCN(S(=O)(=O)c3ccc(F)cc3)C2)nc2c1nnn2Cc1ccc(F)cc1 (configuration not stated),-1,787

# Carrying on.
SMILES,Lipid droplet,Lipid droplet cells 6.5 µM
CN(C)CCCN(C(=O)c1ccc(S(=O)(=O)N2CCc3ccccc3C2)cc1)c1nc2c(F)cccc2s1,-3,844
Cc1ccc(C(=O)NC2CCCC2)cc1S(=O)(=O)N1CCCCC1,11,797
O=C(Cc1ccc(F)cc1)N1CCOCC1,0,789
Cc1ccc(NC(=O)CCNS(=O)(=O)c2ccc(OC(F)(F)F)cc2)c(O)c1,-6,669
COc1cccc(NS(=O)(=O)c2ccc3c(c2)NC(=O)C(C)C(=O)N3)c1 (configuration not stated),11,828
Nc1ccccc1SCC(=O)Nc1ccc2c(c1)OCO2,29,666
O=C(NNC(=O)C1CC1)c1cc(Cl)nc2ccccc12,8,841
O=C(CC1C(=O)NCCN1C(=O)c1ccc([N+](=O)[O-])cc1)Nc1cccc(Cl)c1 (configuration not stated),-4,700
NS(=O)(=O)c1ccc(NC(=O)Cn2nc(C(=O)O)c3ccccc3c2=O)cc1,0,830
CCOc1ccc(C(=O)NCc2ccc3c(c2)OCO3)cc1,-6,831
CCOc1ccccc1NC(=O)COC(=O)CC(C)(C)CC1=NS(=O)(=O)c2ccccc2N1,-28,714
Cc1ccc(-c2nc(S(=O)(=O)c3ccc(C)cc3)c(SCC(N)=O)o2)cc1,20,833
Cc1cnc(C(=O)OC(C(=O)Nc2cc(C(F)(F)F)ccc2Cl)c2ccccc2)cn1 (configuration not stated),-21,809
CN1CCN(c2oc(-c3ccccc3)nc2S(=O)(=O)c2ccc(Br)cc2)CC1,-7,647
O=C(COc1ccc(Br)cc1)OCCN1CCCCC1,4,790
CCOC(=O)Cc1csc(NC(=O)CN2CCN(CC)CC2)n1,-7,853
O=C(c1cc(-c2cccc(Cl)c2)on1)N1CCc2ccccc2C1,0,793
NC(=O)COc1ccc2oc(=O)cc(-c3cc4ccccc4o3)c2c1,22,747
Cc1ccc(NC(=O)CC(=O)c2ccccc2)cc1C,-4,854

# Assay outcomes deposited in PubChem by Sanford-Burnham Center for Chemical Genomics.
